High-throughput results (PubChem BioAssay)
KDM5B inh = Primary screen for KDM5B Histone Demethylases FDH-coupled qHTS; Lysine-specific demethylase 5B (Homo sapiens), Q9UGL1; KDM5B demethylase, FDH-coupled NADH fluorescence (FDH is formaldehyde dehydrogenase); Potency, µM (titrated, usually from 57.7 µM), for the others: top-dose activity change, negative = inhibition, actives largely listed as inhibitors; 220,000 tested, 2.6% active; active means well fitted inhibition curve with a large enough effect; inconclusive means small, poorly fitted or top-dose-only effect; inactive means no such curve, though single readings can be large or run the other way; further: 0% is about no effect; nearly all actives have a fitted effect of over 70% in size
Target sequence (Q9UGL1 whole entry, looked up): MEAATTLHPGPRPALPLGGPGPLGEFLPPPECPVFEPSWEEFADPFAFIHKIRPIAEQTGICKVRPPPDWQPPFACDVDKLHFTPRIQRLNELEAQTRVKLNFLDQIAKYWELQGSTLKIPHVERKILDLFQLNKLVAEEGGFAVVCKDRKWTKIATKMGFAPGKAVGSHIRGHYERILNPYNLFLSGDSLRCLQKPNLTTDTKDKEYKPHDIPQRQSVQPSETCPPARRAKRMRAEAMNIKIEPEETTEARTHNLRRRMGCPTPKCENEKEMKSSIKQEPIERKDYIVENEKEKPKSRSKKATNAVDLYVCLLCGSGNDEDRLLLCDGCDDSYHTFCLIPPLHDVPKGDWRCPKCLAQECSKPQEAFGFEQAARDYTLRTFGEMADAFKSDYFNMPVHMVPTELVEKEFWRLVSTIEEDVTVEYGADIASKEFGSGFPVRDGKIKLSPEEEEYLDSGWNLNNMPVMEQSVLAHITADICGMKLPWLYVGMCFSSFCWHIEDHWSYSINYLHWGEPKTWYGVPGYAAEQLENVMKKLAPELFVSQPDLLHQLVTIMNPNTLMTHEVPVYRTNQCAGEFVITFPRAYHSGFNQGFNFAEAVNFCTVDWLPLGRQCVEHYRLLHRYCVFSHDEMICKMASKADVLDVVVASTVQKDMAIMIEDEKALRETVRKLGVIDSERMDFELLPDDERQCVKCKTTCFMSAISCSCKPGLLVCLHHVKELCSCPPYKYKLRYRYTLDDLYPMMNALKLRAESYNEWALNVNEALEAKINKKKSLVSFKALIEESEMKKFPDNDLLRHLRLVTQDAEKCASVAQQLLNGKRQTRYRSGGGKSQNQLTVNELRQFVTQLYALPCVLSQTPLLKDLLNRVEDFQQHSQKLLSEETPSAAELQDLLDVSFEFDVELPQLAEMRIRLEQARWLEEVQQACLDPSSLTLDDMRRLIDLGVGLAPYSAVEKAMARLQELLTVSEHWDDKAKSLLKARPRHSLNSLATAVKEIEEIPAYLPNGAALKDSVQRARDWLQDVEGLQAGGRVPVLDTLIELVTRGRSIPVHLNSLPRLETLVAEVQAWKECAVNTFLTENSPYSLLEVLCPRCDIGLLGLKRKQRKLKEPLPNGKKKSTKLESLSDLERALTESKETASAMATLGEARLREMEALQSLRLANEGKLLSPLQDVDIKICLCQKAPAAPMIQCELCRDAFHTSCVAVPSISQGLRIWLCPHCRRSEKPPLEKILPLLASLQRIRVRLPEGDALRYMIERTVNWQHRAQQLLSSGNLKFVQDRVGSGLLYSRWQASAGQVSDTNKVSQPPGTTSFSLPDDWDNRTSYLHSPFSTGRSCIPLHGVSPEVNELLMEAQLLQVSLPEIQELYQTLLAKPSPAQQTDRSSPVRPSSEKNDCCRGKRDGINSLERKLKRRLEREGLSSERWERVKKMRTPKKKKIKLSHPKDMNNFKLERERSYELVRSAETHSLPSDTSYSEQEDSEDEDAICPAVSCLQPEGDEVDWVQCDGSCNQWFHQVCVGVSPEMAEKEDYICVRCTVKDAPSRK
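Coupled FDH/NAD⁺ fluorescence readout. KDM5BΔAP 200 nM final; compound titration, 10 min RT preincubation; substrate mix 12.5 µM H3K4me3, 25 µM 2-OG, 50 µM Fe(II), 100 µM ascorbate, 0.25 mM NAD⁺, 0.25 U/mL FDH; ΔRFU over 30 min.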
* hit, by the source's call; i = inactive; ? = inconclusive; & = joins results of further samples; [ ] = remark or other dose. Potency means the concentration at half of the fitted maximal effect.

KDM5B inh	Compound
1%	O=C(Nc1ccc(-c2nnc3n2CCCC3)cc1)c1cccc(Cl)c1
4%	CN(C)[C@@H]1CN(C2CCCCCC2)CC[C@@H]1CO
6%	COc1ccc(S(=O)(=O)N2CCCCC2)cc1NC(=O)c1ccc(F)cc1
4%	COc1ccc(CNC(=O)CC[C@]23CC[C@](C)(O)C[C@H]2C(C)(C)C[C@@H]3NC(=O)CC(C)(C)C)cc1
4%	O=C(Cc1ccc(-c2ccccc2)cc1)Nc1ccccc1C(F)(F)F
9%	COc1cc2c(cc1OC)C(c1ccccc1)N(C(=O)c1cccc(S(C)(=O)=O)c1)CC2 (stereo unspecified)
-41%	CC(=O)c1cccc(NS(=O)(=O)c2cc(-c3cnc(C4CC4)o3)ccc2C)c1
13%	COCC(=O)Oc1ccc2oc3ccccc3c2c1
3%	O=C(CNC(=O)C1CC1)NC(c1ccccc1)c1cc2ccccc2o1 (stereo unspecified)
-4%	CCCNC(=O)c1ccc2c(c1)nc1n2CCCCC1
?	c1ccc2c(Nc3nc(N4CCOCC4)c4ccccc4n3)cccc2c1
8%[86.2 µM]	CCCS(=O)(=O)N1CC[C@H]2NC(=O)N(c3ccc(F)cc3)C(=O)[C@H]21
10%	CC1Cc2cc(S(N)(=O)=O)ccc2N1CC(=O)Nc1ccc(Cl)cc1F (stereo unspecified)
-5%	CCN(CC)C(=O)CSc1nc(-c2ccccc2F)nc2c1Cc1c(CO)cnc(C)c1O2
-2%	Cc1ccc(F)cc1S(=O)(=O)N1CCC(n2cnnc2C(C)C)CC1
-9%	CC(COc1ccc([N+](=O)[O-])cc1Cl)CN1CCC(C(O)(c2ccccc2)c2ccccc2)CC1 (stereo unspecified)
16%	O=C(Nc1ccc(Oc2ccccc2F)cc1)C1CCCCN1C(=O)c1cccnc1 (stereo unspecified)
5%	CC(NC(=O)CSc1ccc(Br)c2cccc(Cl)c12)c1ccccc1 (stereo unspecified)
10%[86.2 µM]	COc1ccc(-c2[nH]nc3ncc(C(=O)N4C[C@@H](C)O[C@@H](C)C4)nc23)c(C)c1
-13%	COC(=O)c1c(C)[nH]c(C(=O)C(C)OC(=O)c2c(F)cccc2F)c1C (stereo unspecified)
12%	Cc1oc2cc(OCC(=O)Nc3ccc(F)cc3F)ccc2c(=O)c1Oc1ccccc1F
9%	CC1CCC(C(C)C)/C(=N/NC(N)=O)C1 (stereo unspecified)
12%	CCOc1ccc2c(c1)cc(C(=O)Nc1ccc(F)cc1)n2C
20%	COc1ccc(C(=O)Nc2c(C(C)(C)C)nn(C)c2C(C)(C)C)cc1
7%	CC(C)c1nnc(SCC(=O)NC(C)C(C)C)o1 (stereo unspecified)
5%	N#Cc1ccc(C(=O)N2CCc3n[nH]c(=O)n3CC2)cc1
9%	NC(N)=NC(N)=Nc1ccccc1Cl
7%	O=C1N(Cc2cccnc2)C(=O)C2(CCN(Cc3cc(F)ccc3F)CC2)N1CCc1ccccc1
?	COc1ccc(-c2noc(-c3ccc(N4CCN(C)CC4)c([N+](=O)[O-])c3)n2)cc1OC
?	NC(=O)c1cc(Cc2ccccc2)sc1NC(=O)c1cccnc1
21%	O=C(NC1CCN(c2cc(-c3ccc(F)cc3)[nH]n2)CC1)c1ccc(OC(F)(F)F)cc1
-18%[86.2 µM]	O=C1NC2(CCCN(Cc3cncs3)C2)Oc2ccccc21 (stereo unspecified)
32µM*	O=C(NCCc1cnc[nH]1)c1ccc2nc(-c3ccc(F)cc3)cn2c1
-16%	COc1ccc(C(=O)N2CCC3(CC2)CC(Cc2nc(-c4ccccc4)no2)CCO3)cc1 (stereo unspecified)
-2%	CCOC(=O)c1oc2cc(OC(C)=O)ccc2c(=O)c1-c1ccc(OC)cc1
?	CCOC(=O)Cn1c(=O)n(CC2CCCO2)c2nc(-c3ccccc3F)nc(C(N)=O)c21 (stereo unspecified)
-27%	CNC(=O)c1cccnc1N1CCOC(c2ccc3cc(OC)ccc3c2)C1 (stereo unspecified)
-2%	CCOc1ccc(CNC(=O)c2ccccc2NC(=O)c2nsc3ccccc23)cc1
14%	COc1cccc(CCNc2ccc(N3C(=O)CC(C)C3=O)cc2[N+](=O)[O-])c1 (stereo unspecified)
17%	Cc1onc(-c2c(Cl)cccc2Cl)c1C(=O)O/N=C(\C#N)c1c(Cl)cccc1Cl
6%	COc1ccc(/C=C(\NC(=O)c2ccc(OC)cc2)C(=O)OCCC(C)C)cc1
-39%	Cc1cccc(N2CCN(S(=O)(=O)c3cc(Cl)ccc3Cl)CC2)c1C
-10%	O=C(c1ccccc1)N1C[C@@H]2C[C@H](C1)c1ccc(NS(=O)(=O)c3cccc(F)c3)c(=O)n1C2
-6%	O=C(NCc1ccc(Cl)cc1)C1CCN(C(=O)c2ncn3c2COC(c2ccccc2)C3)CC1 (stereo unspecified)
28%	Cc1cccc2[nH]c(CCNC(=O)C3CCC(=O)N(C4CCCCCC4)C3)nc12 (stereo unspecified)
-8%	Cn1c(NCCCO)nc2c1c(=O)n(Cc1ccc(Br)cc1)c(=O)n2C
10%	COc1ccc(CCNCC(O)Cn2ccc3ccccc32)cc1OC (stereo unspecified)
16%[86.2 µM]	CC(C)N1CC2CCC(C1)N2Cc1cccc(C#N)c1
39%[activator]	COCCNC(=O)C(=O)NCC1OCCN1S(=O)(=O)c1ccc2c(c1)OCCO2 (stereo unspecified)
23%	COC(=O)C12C3CCC4C5C3C1C5(C(=O)OC)C42 (stereo unspecified)
-11%	CN(Cc1cccnc1)c1nc2c(c(=O)[nH]1)CCN(Cc1ccc(Br)o1)CC2
?	COc1ccc2oc(=O)c(C(=O)N(C)C3CCCCC3)cc2c1
?	COc1ccc(OC)c2c1cc(C(=O)NCCC(=O)Nc1ccc3c(c1)OCCO3)n2C
-16%	CCn1cc(C(=O)N2CCN(c3ccccc3)CC2)c(=O)c2cc(S(=O)(=O)N(C)C)ccc21
9%	Cc1ccccc1-c1nc(S(=O)(=O)c2ccccc2)c(NCCN2CCOCC2)o1
-5%	CC1CCN(c2ccccc2NC(=O)c2cc([N+](=O)[O-])ccc2N2CCOCC2)CC1
-2%	O=C1N[C@H](CC(=O)N2CCC(c3nc4ccccc4[nH]3)CC2)C(=O)Nc2ccccc21
5%	Cc1cccc([N+](=O)[O-])c1NC(=O)COc1ncnc2ccccc12
3%[86.2 µM]	CN(C)C(=O)CN1C(=O)CO[C@H](c2ccc(NC(=O)C3CC3)cc2)[C@H]1CO
4%	CCOC(=O)Cc1ccc(NC(=O)N2CCN(Cc3nccn3C)CC2)cc1

Part of the list above in order of length of the SMILES, smallest number first:
KDM5B inh	Compound
10%	COc1ccc(CCNCC(O)Cn2ccc3ccccc32)cc1OC (stereo unspecified)
?	COc1ccc2oc(=O)c(C(=O)N(C)C3CCCCC3)cc2c1
-16%	COc1ccc(C(=O)N2CCC3(CC2)CC(Cc2nc(-c4ccccc4)no2)CCO3)cc1 (stereo unspecified)
-6%	O=C(NCc1ccc(Cl)cc1)C1CCN(C(=O)c2ncn3c2COC(c2ccccc2)C3)CC1 (stereo unspecified)

(continued)
KDM5B inh	Compound
22%	CCc1nncn1C1CCN(C(=O)c2cccc(C)c2)CC1
?	COc1cc(C(=O)NC2CCN(c3cc(-c4ccc(Cl)cc4)[nH]n3)C2)cc(OC)c1OC (stereo unspecified)
9%	Cc1ccc(C(=O)N(Cc2ccco2)C2CC2)o1
3%	CCn1cnc2c1c(=O)n(CC(=O)OCCOc1cccc(Cl)c1)c(=O)n2Cc1ccccc1
?	CCCNC(=O)c1c(-n2cnnn2)sc2c1CCC2
-10%	COc1ccc(-c2c(C(F)(F)F)oc3cc(OCC(=O)OC(C)C)ccc3c2=O)cc1OC
6%	O=C(Cc1scnc1-c1cccs1)NCc1ccccc1F
-9%	Cc1cc(=O)[nH]c2nnc(SCc3ccc(Cl)c(Cl)c3)n12
?	Cc1ccc(C(=O)N2CCC3(CC2)N=C(c2cccc(Br)c2)NO3)cc1C
26%	CCCNC(=O)NCCN(C)C
-1%	NC(=O)[C@@H]1CN(C(=O)c2ccco2)C[C@H]1COc1ccccc1
0%	FC(F)(F)c1cccc(N/N=C/c2cccc(Br)c2)c1
-2%	CCc1ccc(CN(C)C(=O)c2cc(COc3cccc(C(F)(F)F)c3)on2)nc1
?	O=C(Nc1cccc2ccccc12)O[C@@H]1CO[C@H]2[C@@H]1OC[C@@H]2NC(=S)Nc1cccc2ccccc12
-13%	O=C(O)[C@@H]1CN(Cc2ccccc2)C[C@@H]1C(=O)N1CCSCC1
?	CCCOc1ccc(CNC(=O)CCCn2nc(C)c3sc4ccccc4c3c2=O)cc1
4%	O=C(NCc1csc(-c2cccs2)n1)c1ccccc1
-25%	Cc1ccc(OCCCCc2c(C)n[nH]c2C)c(C(C)(C)C)c1
-12%	COC(=O)c1cnn(-c2ccc(C(=O)Nc3ccc(OC(F)(F)F)cc3)cc2)c1N
-18%	COc1ccc(NC(=O)COCc2cc(-c3ccco3)on2)cc1
-27%[86.2 µM]	C=CCNC(=O)N1CCC(O)(c2csc(CN3CCN(C)CC3)n2)CC1
18%	Cc1cccc(CSCC(=O)Oc2ccc(-c3ccc(I)cc3)cc2)c1
-19%[115 µM]	Cc1ccc(C(=O)N2CCn3c(nn(-c4cccc(Cl)c4)c3=O)C2)cc1
-18%	COc1ccc(CN2CCC3(CN[S+](=O)([O-])c4ccccc4N3)C2)cc1 (stereo unspecified)
4%	O=C(O)c1ccc(/C=C/C(=O)c2cccs2)cc1
14%	COC(=O)C1=CN(CC(=O)N2CCN(c3ccccc3)CC2)S(=O)(=O)N=C1C
?	CC(C)c1ccc(NC(=O)C2CCCN(S(=O)(=O)c3cccc4cccnc34)C2)cc1 (stereo unspecified)
-10%	O=C(N=Nc1c(O)n(Cc2ccccc2)c2ccccc12)c1ccncc1
-13%	COc1ccccc1N1CCN(c2nc3ccccc3n3cnnc23)CC1
-6%[115 µM]	O=[S+]([O-])(c1cccnc1)c1nnn2c1nc(NC1CCCC1)c1ccccc12

Exported with bars between the fields: 3 of the compounds above
structure | KDM5B inh
Cc1cc(=O)[nH]c2nnc(SCc3ccc(Cl)c(Cl)c3)n12 | -9%
Cc1ccc(C(=O)N2CCC3(CC2)N=C(c2cccc(Br)c2)NO3)cc1C | ?
CCCNC(=O)NCCN(C)C | 26%

The listing picks up with the 2 entries that preceded the break.
KDM5B inh	Compound
-13%	COc1ccccc1N1CCN(c2nc3ccccc3n3cnnc23)CC1
-6%[115 µM]	O=[S+]([O-])(c1cccnc1)c1nnn2c1nc(NC1CCCC1)c1ccccc12
?	CCN1CCN(CCNC(=O)c2ccc(-c3nc(CS(=O)(=O)c4ccccc4)c(C)o3)cc2)CC1
?	COc1ccc(-c2nc3ccccc3s2)cc1NC(C)=O
?	CCN1c2cc(C(=O)Nc3cccc(C(C)C)c3)ccc2C(=O)N2CCCCCC21 (stereo unspecified)
26%	Cc1c(Cl)cccc1NC(=O)CCN1C(=O)C2CC=CCC2C1=O (stereo unspecified)
22%	CCn1c(COc2cccc(OC)c2)nnc1SCC(=O)NCC1CCCO1 (stereo unspecified)
-12%&3%[149 µM]	O=C1COCCN1C1CCN(Cc2ccsc2)CC1
-16%	CCc1ccc2ncc3c(-c4ccc(C)cc4)nn(CC(=O)NCc4ccccc4)c3c2c1
4%	CCc1cccc(CC)c1NC(=O)C(CC)n1nc(C)n2c(cc3cc(C)ccc32)c1=O (stereo unspecified)
13%	Cc1nc(-c2ccccc2)sc1C(=O)Nc1ccc2[nH]c(=O)[nH]c2c1
-9%	COc1ccc2c(=O)c(-c3ccc(Br)cc3)c(C(F)(F)F)oc2c1
6%	CC(=O)Nc1ccc(C(=O)C(C)OC(=O)C23CC4CC(CC(C4)C2)C3)cc1 (stereo unspecified)
-28%	Cc1ccccc1Cn1c(CN2CCC(C(=O)NCCc3ccccc3)CC2)cc2ccccc21
26%	COc1ccccc1CCc1nnc(CCC(=O)NC(C)Cc2cccc(C)n2)o1 (stereo unspecified)
-1%	COc1ccccc1CNC(=O)COC(=O)c1nn(CC(C)C)c(=O)c2ccccc12
-14%	Cc1cccc(C)c1NC(=O)CS(=O)CC(=O)N1CCN(c2ccccc2)CC1 (stereo unspecified)
25%	Cc1ccc(-c2cnc(CCC(=O)Nc3ccccc3F)o2)cc1
?	CN1CCN(CCCNC(=O)c2cnn(-c3ccccc3)c2C2CCN(C(=O)OC(C)(C)C)CC2)CC1
?	O=c1c2cc(Br)ccc2nc(-c2ccccc2)n1O
6%	CC1CCCCN1C(=O)C(NC(=O)c1cccs1)C1CCN(C(=O)C2CCCC2)CC1 (stereo unspecified)
-4%	Cc1ccc(NC(=O)C(=O)NCCN2CCN(C(=O)c3ccc(C(C)(C)C)cc3)CC2)cc1
15%	CC(=O)Nc1ccc(-c2nnc3n2CCCC3)cc1
i	COc1ccc(-c2ccc(C(=O)N[C@H]3CCOC[C@H]3C3CCOCC3)o2)cc1
-18%	COCCN1C(=O)[C@H]2CN(Cc3cccc(Cl)c3)C[C@H]2C1=O

Not all compounds are listed; rates above refer to the full screens.
